Assay outcomes (PubChem BioAssay)
MITF inh – MITF inhibitors, primary screen, biochemical, AlphaScreen, human | Microphthalmia-associated transcription factor (Homo sapiens), O75030 | inhibition, % at 2.6 µM | AlphaScreen MITF homodimerization, bead proximity signal | 650,000 tested, 0.91% active; in the data active means inhibition above about 50%;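 further: 0% = vehicle wells with protein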
Target sequence (O75030 whole entry, looked up): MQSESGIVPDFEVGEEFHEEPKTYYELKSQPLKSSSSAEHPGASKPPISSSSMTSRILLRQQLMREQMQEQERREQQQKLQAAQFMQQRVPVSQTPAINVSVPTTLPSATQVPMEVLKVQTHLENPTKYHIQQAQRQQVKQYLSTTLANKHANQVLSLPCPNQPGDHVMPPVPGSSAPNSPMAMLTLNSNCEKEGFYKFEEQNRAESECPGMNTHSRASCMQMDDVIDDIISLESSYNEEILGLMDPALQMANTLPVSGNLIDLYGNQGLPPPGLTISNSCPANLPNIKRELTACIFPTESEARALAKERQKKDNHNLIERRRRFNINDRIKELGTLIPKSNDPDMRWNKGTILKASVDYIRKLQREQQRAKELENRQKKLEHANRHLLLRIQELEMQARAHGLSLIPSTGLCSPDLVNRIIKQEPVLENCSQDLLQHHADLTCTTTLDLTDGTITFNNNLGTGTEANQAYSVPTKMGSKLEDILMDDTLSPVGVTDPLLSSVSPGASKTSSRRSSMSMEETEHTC
FBW7 activator – FBW7 E3 ligase activators, primary screen, biochemical, AlphaScreen, human; F-box/WD repeat-containing protein 7 (Homo sapiens), Q969H0; normalized activity (activation), % at 26.1 µM; 650,000 tested, 0.13% active; AID 1259310, 2017; AlphaScreen FBW7–phospho-cyclin E peptide binding, activator screen; in the data active means normalized activity above about 1.9%;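 further: purified mutant Fbw7 with reduced substrate affinity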
GPR151 ag – activators of human GPR151, primary screen, cell-based, PathHunter beta-arrestin, luminescence. G-protein coupled receptor 151 (Homo sapiens), Q8TDV0. PathHunter beta-arrestin GPR151 cells. activation, % at 11.2 µM. 650,000 tested, 1% active; in the data active means activation above about 4.9%;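 further: 0% = median of compound wells and 100% = cells with positive control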
Target sequence (Q8TDV0 whole entry, looked up): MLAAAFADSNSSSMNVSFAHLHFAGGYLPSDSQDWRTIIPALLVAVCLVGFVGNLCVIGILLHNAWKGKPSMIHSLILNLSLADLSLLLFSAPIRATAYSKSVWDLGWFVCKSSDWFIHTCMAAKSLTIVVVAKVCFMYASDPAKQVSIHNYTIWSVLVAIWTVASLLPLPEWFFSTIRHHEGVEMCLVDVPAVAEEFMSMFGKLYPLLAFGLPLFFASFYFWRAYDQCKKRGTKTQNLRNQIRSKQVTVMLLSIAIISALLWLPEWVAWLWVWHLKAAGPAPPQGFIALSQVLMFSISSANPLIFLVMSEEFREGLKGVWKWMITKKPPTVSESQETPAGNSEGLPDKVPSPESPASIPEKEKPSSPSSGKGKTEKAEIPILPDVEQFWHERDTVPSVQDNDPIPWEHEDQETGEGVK
TEAD-YAP block – TEAD-YAP interaction inhibition, primary screen, TEAD-YAP interaction inhibitor project, luminescence, HEK-TIYL cells | TEAD-Gal4/YAP UAS-luciferase luminescence | AID 1259422, 2018 | 640,000 tested, 1.4% active | inhibition, % at 9.12 µM; in the data active means inhibition above about 32%;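 further: 0% = median of test compound wells and 100% = reference inhibitor wells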
* marks the source's active call; other numbers are inactive results; / = no result given; & = joins results of further samples.

entry	Compound	FBW7 activator	TEAD-YAP block	MITF inh	GPR151 ag
1	CC(=O)CSc1nnc(NC(=O)c2ccccc2C)s1	0.9	-46.1	25.0	-6.7
2	COc1cccc(/C=N/NC(=O)c2c(-c3ccccc3)noc2C)c1OC	0.1	1.3	20.7	0.4
3	CCCNC(=O)c1csc(Nc2ccc(C(F)(F)F)cc2)n1	0.1	-3.4	3.6	-0.2
4	CCn1c2ccccc2c2cc(CC(N)=O)ccc21	0.0	-10.5	9.4	0.0
5	C#CCOc1ccc(C2C3=C(CC(C)(C)CC3=O)N(CC)C3=C2C(=O)CC(C)(C)C3)cc1	0.2	-1.2	0.3	1.0
6	N/C(CC(=O)NCCOc1ccccc1)=N\O	0.1	4.0	6.2	2.7
7	CC1(C)CC(=O)C2=C(C1)OC1=C(C(=O)CC(C)(C)C1)C2c1ccc(Br)c([N+](=O)[O-])c1	0.0	2.3	-7.5	-0.1
8	COCc1cc(C)nc(OCC(=O)OC)c1C#N	0.0	2.3	-5.8	-0.6
9	COc1cc(OC)cc(-n2c(SCC(N)=O)nnc2-c2ccc(Cl)cc2)c1	-0.2	-1.8	5.7	0.6
10	CCCCc1ccc(NC(=O)C(=O)NCCCn2ccnc2)cc1	-0.2	2.2	-6.7	-1.8
11	O=C(CSc1nnc2ccc(-c3ccc(F)cc3)nn12)c1ccccc1	-0.1	-15.7	4.8	-0.3
12	Cc1cccc(NC(=O)c2sc3ncnc(N4CCOCC4)c3c2C)c1	-0.1	-7.8	1.6	0.9
13	O=C(NCCS(=O)(=O)N1CCN(c2ncccn2)CC1)c1c(F)cccc1F	-0.1	9.0	-0.1	1.4
14	COc1cc(Nc2ccnc(N3CCCC3CO)n2)cc(OC)c1OC (stereo not drawn)	-0.2	14.9	-1.9	2.2
15	COc1cc(OC)c(/C=C2/C(=O)Nc3ccccc32)c(OC)c1	-0.1	53.5*	0.1	2.1
16	CC(C)(C)OC(=O)N/N=C/c1ccc(C(C)(C)C)cc1	0.0	-50.6	-12.2	-1.9
17	CC1C(O)=C(c2nc3ccccc3[nH]2)c2nc(=O)c3ccccc3n21 (stereo not drawn)	-0.8	54.1*	17.1	-0.9
18	O=C(c1ccccc1)c1ccc(NC(=O)c2c(O)c3ccccc3[nH]c2=O)cc1	0.1	4.8	7.2	0.0
19	COc1ccccc1N1CCN(C(=O)c2sc3nc(C)nc(N(C)c4ccc(C(C)C)cc4)c3c2C)CC1	-0.3	-5.6	-2.7	-1.1
20	Cc1cc(NCc2cccc(C(F)(F)F)c2)nc(NCc2ccc3c(c2)OCO3)n1	-0.2	22.2	-9.3	-1.2
21	Cc1cc(Cl)ccc1NC(=O)Cc1ccccc1	0.0	-2.5	2.4	0.8
22	CCCCNC(=O)c1ccc(/C=C2\Oc3ccccc3N(C)C2=O)cc1	-0.4	-5.5	-12.2	-0.1
23	N#Cc1ccc(Cl)cc1NC(=O)COC(=O)c1nc(Cl)ccc1Cl	-0.1	8.3	5.5	0.3
24	Cc1ccc2oc(C(=O)NCc3ccccc3)cc2n1	0.3	-5.7	18.6	-1.3
25	O=C(NNc1ccc(O)cc1)c1ccc(Br)cc1	-0.1	-8.2	-1.4	0.3

Quoted at random: four compounds from above.
entry	Compound	FBW7 activator	TEAD-YAP block	MITF inh	GPR151 ag
25	O=C(NNc1ccc(O)cc1)c1ccc(Br)cc1	-0.1	-8.2	-1.4	0.3
8	COCc1cc(C)nc(OCC(=O)OC)c1C#N	0.0	2.3	-5.8	-0.6
6	N/C(CC(=O)NCCOc1ccccc1)=N\O	0.1	4.0	6.2	2.7
1	CC(=O)CSc1nnc(NC(=O)c2ccccc2C)s1	0.9	-46.1	25.0	-6.7

Next part:
entry	Compound	FBW7 activator	TEAD-YAP block	MITF inh	GPR151 ag
26	COc1ccc(N2CCN(c3ccc([N+](=O)[O-])cc3C#N)CC2)cc1	-0.1	-5.0	8.4	-0.5
27	O=C(O)CSc1nc2cc(N3CCOCC3)c(F)cc2[nH]1	-0.1	-1.9	4.3	-0.1
28	CCOC(=O)c1ccc(-c2ccc(-c3c(C#N)c(N)n4c(nc5ccccc54)c3C#N)o2)cc1	0.3	8.1	9.4	0.2
29	CSc1ccc(OCC(=O)N2CCc3ccccc32)cc1	0.7	-54.2	11.0	-7.2
30	CCN(CC)CCCNC(=O)c1cnn2c(C)c(Cc3ccccc3)c(C)nc12	-0.2	0.0	-13.7	1.8
31	CC(C)CCNC(=O)C(=O)NCCc1ccccc1	-0.1	-26.6	-2.1	-0.1
32	Cc1cc(=O)n2nc(N3CCCC(C(=O)Nc4ccc(C)c(C)c4)C3)sc2n1 (stereo not drawn)	0.7	-1.1	7.2	1.1
33	O=C(COc1ccccc1F)Oc1ccc(S(=O)(=O)N2CCOCC2)cc1Cl	1.0	-6.6	16.4	-0.9
34	COc1cc(CN(C(=S)NCC(=O)NCc2ccc(Cl)cc2)C2CCCC2)cc(OC)c1OC	0.7	-0.1	12.4	-0.6
35	O=C(NC(=S)NCc1ccco1)C1CC1	-0.1	5.7	8.1	2.1
36	O=C(CNS(=O)(=O)c1ccc(Cl)c(C(F)(F)F)c1)NCCc1ccccn1	0.3	-2.0	-201.8	-1.3
37	CC1CC(C)CN(/C(=N\S(=O)(=O)c2ccc(F)cc2)c2ccccc2)C1 (stereo not drawn)	0.2&-0.1	3.8&-0.2	-0.6&-1.7	0.6&0.0
38	O=C(CSc1nc2ccccc2c(=O)[nH]1)NCc1cccs1	0.3	5.6	6.7	1.3
39	COc1ccccc1-n1c(C)cc(=O)cc1C	-0.1	4.5	0.1	-0.8
40	COc1ccc(Nc2nnc(SCC(=O)NC3CCCCC3C)s2)cc1 (stereo not drawn)	-0.3	-15.6	-9.4	1.8
41	COc1cncc(-c2cnn3ccc(Nc4ccccc4)nc23)c1	-0.5	3.9	2.2	0.6
42	CN1C(=O)N(C)C2C1N(C)S(=O)(=O)N2C (stereo not drawn)	1.0	3.1	9.4	-0.3
43	O=C(Nc1cccnc1N1CCOCC1)c1cc2ccccc2oc1=O	1.8	7.0	6.0	1.0
44	O=C(CONC1=NCCCCC1)N1CCN(c2ccccc2)CC1	-0.2	18.6	1.8	2.0
45	COc1cccc(-c2cc(C(=O)NCc3ccc(Cl)cc3)no2)c1	0.0	7.2	11.3	-0.5
46	COc1ccc(C2SCCN2C(=O)c2cc3cc(Br)cc(Br)c3oc2=O)cc1OC (stereo not drawn)	0.2	-3.8	14.9	0.0
47	CCOC(=O)C1CCN(c2nc(-c3ccccc3)nc3c2CN(S(C)(=O)=O)CC3)CC1	-0.1	0.7	-17.4	1.9
48	O=c1[nH]c2ncc(-c3ccc(O)cc3)nc2n1C1CCCCC1	0.1	-0.8	8.6	0.6
49	COc1cc(NC(=O)c2ccc3nc(Nc4ncccn4)sc3c2)cc(OC)c1OC	-0.1	4.1	1.3	2.6
50	CCOC(=O)CSc1nnc2ccccn12	-0.2	5.2	-1.3	-0.8
51	CCCCCCCC/C=C\CCCCCCCCCCCCCC(=O)NCCS(=O)(=O)O	/	/	6.4	-2.0
52	COc1ccc(CCNC(=O)Cn2cnc3sc4c(c3c2=O)CCC4)cc1OC	0.0	-4.6	1.7	0.3
53	O=C1S/C(=C/c2ccccc2)C(=O)N1CO	0.0	-6.9	-3.1	-1.4
54	Cc1cccc(Cn2c(=O)c3c(nc4n3CC(C)CN4Cc3ccccc3)n(C)c2=O)c1 (stereo not drawn)	0.2	1.8	14.1	-0.5
55	COc1cc(C2C(C(=O)Nc3ccccn3)=C(C)Nc3ncnn32)ccc1OCc1ccccc1 (stereo not drawn)	-0.1	-3.5	0.9	-0.1
56	O=C1NCCN(Cc2cccc(F)c2)C1CC(=O)N1CCCC1 (stereo not drawn)	-0.1	2.0	9.5	0.7
57	Cc1cc(C)nc(NS(=O)(=O)c2ccc(NC(=O)c3cccc(Oc4ccccc4)c3)cc2)n1	0.0	-6.4	4.5	0.4
58	CC(C)CN1CCc2nnc(CCc3ccccc3)n2CC1	0.1	2.2	9.9	-1.5
59	O=C(Nc1ccc(O)cc1)c1sc2ccccc2c1Cl	-0.2	87.0*	3.1	-2.0
60	CN1CCC(N(C)Cc2ccccc2C(F)(F)F)CC1	-0.1	0.6	44.1	1.4
61	CC1CCCCN1C(=O)Cn1cnc2cc([N+](=O)[O-])ccc2c1=O (stereo not drawn)	-0.2	-0.5	-17.0	-0.1
62	CCCOc1cccc(C(=O)Nc2ccc(C(=O)Nc3ccccc3C(=O)O)cc2)c1	-0.1	3.7	0.8	-0.9
63	CCNc1ccc(N2CCC(C(=O)NCc3cccnc3)CC2)nn1	0.2	5.6	15.4	2.4
64	C=C(C)Cn1c(N2CCCC(C)C2)nc2c1c(=O)n(C)c(=O)n2C (stereo not drawn)	0.2	4.5	10.0	0.4
65	O=[N+]([O-])c1cccc(P(=O)(O)c2cccc([N+](=O)[O-])c2)c1	0.1	0.7	16.0	-0.8
66	CCOc1ccc(-c2nc(CSCC(=O)NCCCN3CCOCC3)c(C)o2)cc1	0.2	3.6	12.3	-0.7
67	COc1ccc(C2=NN(C(=O)CSCc3ccco3)C(c3cccc(OC)c3OC)C2)cc1 (stereo not drawn)	0.0	23.6	17.1	1.2
68	CC(C)Cc1nnc(-c2cc3ccccc3n2CC(=O)Nc2cccc(F)c2)o1	0.1	-6.1	-1.4	-1.9
69	CCOc1ccc(C(NC(C)=O)c2cc(Cl)c3cccnc3c2O)cc1 (stereo not drawn)	-0.6	9.4	3.2	0.8
70	O=C(Nc1nnc(-c2ccncc2)s1)c1ccco1	0.1	-0.3	-1.1	-0.9
71	CC(=O)c1cccc(Nc2ncnc3ccccc23)c1	-0.4	-12.0	-5.7	2.2
72	C=CCNC(=O)c1cnc2scc(-c3ccc(Cl)s3)n2c1=O	-0.4	-2.5	0.5	1.7
73	COc1ccc(/C=C2/N=C(c3ccc(OC)c(Br)c3)OC2=O)c(OC)c1	0.2	-14.5	-7.1	1.3
74	COc1ccccc1NC(=O)N1CCCC(c2nc(-c3ccc(N(C)C)cc3)no2)C1 (stereo not drawn)	-0.2	-61.3	15.8	-0.9
75	Cc1cc(C)n(-c2nc3c(c(=O)n2CC(=O)N(C)c2ccccc2)CCCC3)n1	0.2	8.1	-0.8	-1.2

Continuation:
entry	Compound	FBW7 activator	TEAD-YAP block	MITF inh	GPR151 ag
76	CCOC(=O)Cn1c2ccc([N+](=O)[O-])cc2c(=O)c2cc([N+](=O)[O-])ccc21	-0.1	-5.9	1.7	1.5
77	O=C1C2C3C=CC(CNS(=O)(=O)c4ccc(I)cc4)(O3)C2C(=O)N1c1ccccc1 (stereo not drawn)	-0.1	-7.6	1.8	0.2
78	O=C(Nc1cccc(F)c1)C1CC12CCN(CC1CC=CCC1)CC2 (stereo not drawn)	-0.1	1.3	-1.6	0.8
79	CCS(=O)(=O)c1ccc2c(c1)N(Cc1cc(C)on1)C(=O)C(C)O2 (stereo not drawn)	0.1	11.3	-4.9	-0.7
80	CC(C)=CCN1CCN(Cc2nc(C(C)C)cs2)CC1CCO (stereo not drawn)	0.0	-1.9	-2.6	0.4
81	Cc1ccc(C(=O)COC(=O)CCCC(=O)Nc2ccc(F)cc2)cc1[N+](=O)[O-]	0.1	-1.7	16.6	0.4
82	CC1CCC(NS(=O)(=O)c2ccc(NCc3ccc4c(c3)OCO4)c([N+](=O)[O-])c2)CC1 (stereo not drawn)	-0.1	4.2	-8.1	0.4
83	COc1cc(NS(=O)(=O)c2ccc(NC(=O)c3c(OC)cccc3OC)cc2)nc(OC)n1	0.1	-2.6	20.6	-0.6

Gathered by group: the entries above with a Cl atom (10)
entry	Compound	FBW7 activator	TEAD-YAP block	MITF inh	GPR151 ag
9	COc1cc(OC)cc(-n2c(SCC(N)=O)nnc2-c2ccc(Cl)cc2)c1	-0.2	-1.8	5.7	0.6
21	Cc1cc(Cl)ccc1NC(=O)Cc1ccccc1	0.0	-2.5	2.4	0.8
23	N#Cc1ccc(Cl)cc1NC(=O)COC(=O)c1nc(Cl)ccc1Cl	-0.1	8.3	5.5	0.3
33	O=C(COc1ccccc1F)Oc1ccc(S(=O)(=O)N2CCOCC2)cc1Cl	1.0	-6.6	16.4	-0.9
34	COc1cc(CN(C(=S)NCC(=O)NCc2ccc(Cl)cc2)C2CCCC2)cc(OC)c1OC	0.7	-0.1	12.4	-0.6
36	O=C(CNS(=O)(=O)c1ccc(Cl)c(C(F)(F)F)c1)NCCc1ccccn1	0.3	-2.0	-201.8	-1.3
45	COc1cccc(-c2cc(C(=O)NCc3ccc(Cl)cc3)no2)c1	0.0	7.2	11.3	-0.5
59	O=C(Nc1ccc(O)cc1)c1sc2ccccc2c1Cl	-0.2	87.0*	3.1	-2.0
69	CCOc1ccc(C(NC(C)=O)c2cc(Cl)c3cccnc3c2O)cc1 (stereo not drawn)	-0.6	9.4	3.2	0.8
72	C=CCNC(=O)c1cnc2scc(-c3ccc(Cl)s3)n2c1=O	-0.4	-2.5	0.5	1.7
